NPSR antag: qHTS Assay for Antagonists of the Neuropeptide S Receptor: cAMP Signal Transduction. CHO-NPSR cells, cAMP TR-FRET, antagonist mode. Potency, µM (titrated, usually from 38.3 µM), for the others: at the highest dose activity change, negative = inhibition, most hits filed as inhibitors. 220,000 compounds, 1% hits; note: potency is the fitted concentration of half-maximal effect; % is set by controls: 0 for no effect and ±100 for the full control effect; nearly all actives have a fitted effect of over 50% in size; many of its hits are not listed in these tables
Target sequence (Q6W5P4 whole entry, looked up): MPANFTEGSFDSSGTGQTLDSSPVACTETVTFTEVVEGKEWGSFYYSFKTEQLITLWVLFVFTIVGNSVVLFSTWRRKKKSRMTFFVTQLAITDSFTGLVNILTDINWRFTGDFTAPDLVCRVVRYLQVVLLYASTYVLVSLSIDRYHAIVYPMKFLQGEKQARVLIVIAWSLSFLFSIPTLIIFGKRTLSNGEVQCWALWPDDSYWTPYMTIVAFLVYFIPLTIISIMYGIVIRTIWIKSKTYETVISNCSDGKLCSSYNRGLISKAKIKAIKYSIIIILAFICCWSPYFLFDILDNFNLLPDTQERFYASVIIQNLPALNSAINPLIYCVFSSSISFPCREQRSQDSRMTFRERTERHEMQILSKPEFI
IMPase Li inh: qHTS Assay for Identifying the Cell-Membrane Permeable IMPase Inhibitors: Potentiation with Lithium; CHO-M1 cells, IP1 TR-FRET (IP-One), carbachol + lithium; Potency, µM (titrated, usually from 59.4 µM), without a hit: at the top dose activity, negative = IMPase inhibition, hits mostly inhibitors; 210,000 compounds, 0.35% hits;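 note: IP1 builds up when IMPase is blocked and the TR-FRET signal falls; potency is the fitted concentration of half-maximal effect; plate controls were basal vehicle for no effect and high inhibitor control for full effect; nearly all actives have a fitted effect of over 50% in size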
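CHO-M1, 2000 cells/well, 16–30 h culture; cpd + low Li+, 30 min 37C; lysis with d2-IP1/Eu-anti-IP1 Ab, 10 min RT; TR-FRET 665/620 ratio and 620 channel; AC50 via Hill.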
LMNA splice mod: qHTS Assay for Modulators of Lamin A Splicing; HeLa LMNA splicing GFP/RFP minigene ratio, 48 h; Potency, µM (highest dose often 46.1 µM), without a hit: top-dose ratio change, negative = inhibition, hits mostly inhibitors; 200,000 compounds, 0.01% hits; AID 1487, 2009; active = well fitted inhibition curve with a large enough effect in the signal ratio, with a control signal flat, not every such curve was filed as active; inconclusive = small, poorly fitted or top-dose-only effect, or effect the other way, or a change in a side signal; the % refers to the signal ratio; note: potency is the fitted concentration of half-maximal effect; % is set by controls: 0 for no effect and ±100 for the full control effect
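S3 HeLa cells stably expressing lamin A-EGFP splicing minigene plus DsRed2, 600 cells/well, 48 h compound exposure at 37C. Laser-scanning cytometry; analysed as GFP (500-530 nm)/RFP (575-640 nm) total intensity ratio; 0.5% DMSO vehicle.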
Epigenetic reg: Quantitative High-Throughput Screen for Regulators of Epigenetic Control | Potency, µM (titrated, usually from 53.9 µM), for inactives: at the top dose GFP activation, most hits filed as activators | 280,000 compounds, 0.2% hits | AID 1865, 2009 | murine LDR cells, GFP reporter derepression, 30 h; note: potency is the fitted concentration of half-maximal effect; % of control where 0% means no effect; nearly all actives have a fitted effect of over 60% in size
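Readout is the number of GFP-expressing murine LDR cells, counted by cytometry following washing. Cells were treated with compound for 30 h at 37 C; the stably integrated CMV-GFP locus is normally silent.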
Luc counter: Counterscreen for Luciferase (Kinase-Glo TM) Inhibition. Luciferin 4-monooxygenase (Photuris pensylvanica), Q27757. Kinase-Glo luciferase, ATP luminescence, 8 min. Potency, µM (highest dose often 38.3 µM), inactives show at the highest dose activity change, negative = inhibition, hits mostly inhibitors. 200,000 compounds, 0.28% hits. AID 1379, 2008; note: potency is the fitted concentration of half-maximal effect; % is set by controls: 0 for no effect and ±100 for the full control effect; nearly all actives have a fitted effect of over 60% in size
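Light output from Kinase-Glo luciferase with luciferin and 10 uM ATP in 50 mM imidazole pH 7.2, KCl, MgCl2, Tween 20, BSA; compound pin-delivered, 8-min ambient incubation, then luminescence read.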
CBFb RUNX1 block: qHTS Assay for Compounds Blocking the Interaction Between CBF-beta and RUNX1 for the Treatment of Acute Myeloid Leukemia. Runt-related transcription factor 1 (Homo sapiens) + Core-binding factor subunit beta …. Potency, µM (top dose mostly 59.8 µM), for inactives: top-dose activity, negative = inhibition, most hits filed as inhibitors. 230,000 tested, under 10 active. AlphaScreen CBFb-His/RUNX1-biotin binding, biochemical; note: % of control where 0% means no effect
Target sequence (Q01196 whole entry, looked up): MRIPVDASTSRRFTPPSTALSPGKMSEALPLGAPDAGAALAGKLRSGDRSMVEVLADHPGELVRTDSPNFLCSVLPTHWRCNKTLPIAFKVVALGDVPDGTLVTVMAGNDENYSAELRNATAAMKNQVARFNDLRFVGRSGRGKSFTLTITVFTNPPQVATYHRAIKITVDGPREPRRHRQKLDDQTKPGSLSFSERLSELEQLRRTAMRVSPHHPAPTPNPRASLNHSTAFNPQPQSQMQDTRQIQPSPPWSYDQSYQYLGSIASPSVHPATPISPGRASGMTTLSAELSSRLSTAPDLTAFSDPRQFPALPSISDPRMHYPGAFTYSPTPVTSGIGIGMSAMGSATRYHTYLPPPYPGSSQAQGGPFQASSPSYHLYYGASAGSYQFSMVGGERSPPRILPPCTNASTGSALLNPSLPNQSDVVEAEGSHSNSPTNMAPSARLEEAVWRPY
Target sequence (Q13951 whole entry, looked up): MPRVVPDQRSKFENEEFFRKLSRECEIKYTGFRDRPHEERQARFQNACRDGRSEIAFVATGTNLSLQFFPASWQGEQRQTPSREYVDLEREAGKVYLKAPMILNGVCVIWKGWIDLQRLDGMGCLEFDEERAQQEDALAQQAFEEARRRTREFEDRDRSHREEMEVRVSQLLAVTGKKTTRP
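CBFb-His/RUNX1-biotin, 30 nM each, preincubated 20 min RT; compound 15 min RT; Ni + streptavidin beads 50 ng each, 90 min RT; AlphaScreen read.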
HTT aggregate: qHTS Multiplex Assay to Identify Dual Action Probes in a Cell Model of Huntington: Aggregate Formation (GFP); PC12 HttQ103-GFP aggregates, Acumen cytometry, 40 h; Potency, µM (highest dose often 46.1 µM), for inactives: at the top dose activity change, negative = inhibition, hits mostly inhibitors; 220,000 compounds, 1.1% hits; AID 1688, 2009; note: potency is the fitted concentration of half-maximal effect; % is set by controls: 0 for no effect and ±100 for the full control effect; nearly all actives have a fitted effect of over 60% in size
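Steps: seed 1500 PC12 HTTQ103-GFP cells/well; add tebufenozide, 100 nM final; add compound titration; add ATPLite reagent; quantify GFP aggregates by laser scanning cytometry.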
Starred values were filed as active, the others as inactive; u = inconclusive; x = no result given; [ ] = remark or other dose. Unless noted, calls come from the whole dose curve; as a rule, active = well fitted curve in the direction sought with a large enough effect; inconclusive = small, poorly fitted or top-dose-only effect, or another doubt; inactive = no such curve, though single readings can be large; an effect the other way counts as inactive or inconclusive. These rows are one share of the data; rates above refer to the full screens.

SMILES	NPSR antag	IMPase Li inh	LMNA splice mod	Epigenetic reg	Luc counter	CBFb RUNX1 block	HTT aggregate
Cn1c(C(O)c2ccc(Cl)cc2)nc(Cl)c1Cl (configuration not stated)	-15%[46.1 µM]	2%[38.3 µM]	-4%	0.0%	17%	2%	-15%
Cc1ccc(S(=O)(=O)N2CCN(S(=O)(=O)c3ccccc3)C2)cc1	-10%[46.1 µM]	-14%[38.3 µM]	-1%	0.0%	-2%	1%	-15%
CCOc1cc(C(N)=O)cc(Cl)c1OCc1ccccc1	-15%	12%	x	-1.3%	-4%	3%	15%[9.22 µM]
Cc1onc(-c2ccccc2)c1C(=O)NC1C(=O)N2C(C(=O)O)C(C)(C)S[C@@H]12 (some centres not stated)	x	6%	x	14%	0%	13%	x
COc1ccc(CCN(C(=O)C(F)(F)F)C(C(=O)NC2CCCCC2)c2cccs2)cc1 (configuration not stated)	-51%	23%	-6%	-1.0%	3%	10%	-10%
CCNNC(=O)C(O)(c1cccc(C)c1)c1cccc(C)c1	16%	-5%	u	1.1%	4%	-1%	5%
CCN(CC)S(=O)(=O)c1cc(C(=O)Nc2nncs2)c(Cl)cc1Cl	u	17%[38.3 µM]	-6%	-1.1%	-2%	-2%	-20%
O=C(O)C1C2C=CC(C2)C1C(=O)NCCc1ccncc1 (configuration not stated)	6%[46.1 µM]	16%[38.3 µM]	15%	-1.0%	0%	-7%	u
Cc1cc2ccc(C)c(C)c2nc1SCC#N	-1%[46.1 µM]	15%[38.3 µM]	12%	-1.1%	-5%	23%	8%
Cc1cc([N+](=O)[O-])nn1CCCC(=O)Nc1cccc(Cl)c1Cl	-2%	-1%	-7%[46 µM]	-1.9%	7%	-11%	-18%
O=C(NCc1cccs1)c1ccc(Cl)c(S(=O)(=O)N2CCCC2)c1	-14%	0%	x	-2.2%	2%	4%	-3%
COc1cc(NC(=O)NCCN2CCN(c3ccc(Cl)cc3)CC2)ccc1C	4%[46.1 µM]	26%[38.3 µM]	u	0.0%	-1%	-26%	1%
COC(=O)[C@H](CC(C)C)NC(=O)N1CCCCC1C (some centres not stated)	-9%	x	x	0.1%	x	1%	19%[9.22 µM]
Cc1ccc(N(C)C(=O)C2CCN(S(=O)(=O)c3ccc4c(c3)oc(=O)n4C)CC2)cc1	-20%[46.1 µM]	5%[38.3 µM]	-7%	4.1%	1%	0%	4%
CCn1c(SCC(=O)Nc2ccc3c(c2)oc2ccccc23)nnc1-c1ccc(N)cc1	-17%[46.1 µM]	24%[38.3 µM]	u	-0.4%	16%	30%	-1%
CN(C)Cc1ccccc1-c1cncnc1NCc1cccs1	x	22%	5%	-0.7%	2%	x	x
COC(=O)c1ccc(Cl)c(NC(=O)NC23CC4CC(CC(C4)C2)C3)c1	u	31%[activator][38.3 µM]	11%	-0.8%	-2%	24%	22%
CN1CCN(C(=O)Nc2ccc3c(c2)N(C)C(=O)c2ccccc2S3)CC1	6%	-3%	x	2.2%	0%	0%	17%
COc1ccc(CC(=O)Nc2ccc(-c3nnc(-c4ccccc4)o3)cc2)cc1OC	u	13µM*	2%	-0.9%	-2%	8%	2%
O=C1ON=C(c2ccccc2)/C1=C\c1ccco1	u	x	x	-1.3%	x	u	-3%[9.22 µM]

Sorted by value in CBFb RUNX1 block (high to low): 3 from the list above.
canonical_smiles	NPSR antag	IMPase Li inh	LMNA splice mod	CBFb RUNX1 block
Cc1ccc(S(=O)(=O)N2CCN(S(=O)(=O)c3ccccc3)C2)cc1	-10%[46.1 µM]	-14%[38.3 µM]	-1%	1%
CN1CCN(C(=O)Nc2ccc3c(c2)N(C)C(=O)c2ccccc2S3)CC1	6%	-3%	x	0%
CCN(CC)S(=O)(=O)c1cc(C(=O)Nc2nncs2)c(Cl)cc1Cl	u	17%[38.3 µM]	-6%	-2%

(next part)
SMILES	NPSR antag	IMPase Li inh	LMNA splice mod	Epigenetic reg	Luc counter	CBFb RUNX1 block	HTT aggregate
CCc1nnc(NC(=O)CSc2nnc(COc3ccccc3)n2Cc2ccccc2)s1	-10%[46.1 µM]	-5%[38.3 µM]	0%	2.5%	-3%	-7%	-5%
COc1ccc(C2CCCN2C(=S)Nc2ccc(C)cc2C)cc1OC (configuration not stated)	3%	-29%	x	-2.6%	x	-7%	-14%
COc1cccc(NC(=O)NCc2ccccc2F)c1	0%	-5%	x	1.4%	-3%	-2%	-27%[9.22 µM]
O=[N+]([O-])c1ccc2c(c1)N([O-])C1(CCCCC1)[N+]2=O	u	x	x	u	x	u	-1%[9.22 µM]
O=C(Cc1cccc2ccccc12)N/N=C/C=C/c1cccc([N+](=O)[O-])c1	-10%[46.1 µM]	x	u	-0.9%	x	3%	30%
CC1CC(NS(=O)(=O)c2cccs2)CC(C)(C)C1 (configuration not stated)	u	38%[activator][38.3 µM]	11%	2.4%	-1%	4%	-4%
Cc1cc(C)nc(NC(=O)CSc2nn(C)c(=S)s2)n1	-8%[46.1 µM]	8%	-13%	0.0%	-3%	4%	-17%
Cc1cccc(C)c1OC(=O)CCN1C(=O)C2C3C=CC(C4CC34)C2C1=O (configuration not stated)	-7%	12%	x	-5.1%	2%	4%	17%
COC(=O)C1=C(C)N=C2SC(C)C(=O)N2C1c1cccc(F)c1 (configuration not stated)	u	3%[38.3 µM]	20%	-1.1%	-2%	-3%	-8%
CC(=O)Nc1ccc(S(=O)(=O)NNC(=O)c2sc(=S)n(C)c2C)cc1	-4%[46.1 µM]	13%	-7%	1.1%	-1%	11%	2%
CCn1c(SCc2nc3ccccc3nc2C)nnc1-c1cccs1	-11%[46.1 µM]	4%[38.3 µM]	u	-1.1%	-2%	1%	-11%
COc1ccc(/C=N/NC(=O)c2cc(O)c(O)c(O)c2)cc1Cn1cc([N+](=O)[O-])cn1	-14%	16%	-4%[46 µM]	0.0%	0%	u	10%
O=C(Cc1n[nH]c(=O)[nH]c1=O)N/N=C/c1ccccc1O	-1%[46.1 µM]	5%[38.3 µM]	0%	1.1%	-4%	-1%	7%
Cc1ccccc1CN1C2=NCCCN2c2ccccc21	0%[46.1 µM]	44%[activator][38.3 µM]	-16%	-0.3%	-3%	27%	-20%
CCC(=O)Oc1ccc2c(C)cc(=O)oc2c1C(=O)CC	1%	x	x	-2.0%	x	-7%	-2%[9.22 µM]
CCOC(=O)c1c(-c2ccc(OC)cc2)csc1/N=C/C1C(=O)CCCC1=O	-15%	7%	14%[46 µM]	u	-2%	-4%	u
O=C(COc1ccccc1Br)NCCc1nc2ccccc2[nH]1	14%	-5%	u	-3.0%	1%	9%	7%
C/C(=C\C(=O)c1ccc(Cl)cc1)NCc1ccc2c(c1)OCO2	-26%[46.1 µM]	14%[38.3 µM]	8%	5.9%	0%	12%	-33%
CCN1CCN(C(=O)CN(C)S(=O)(=O)c2ccc3ccccc3c2)CC1	-15%	0%	-6%[46 µM]	-2.4%	3%	2%	18%[9.22 µM]
CC[C@@]1(O)C(=O)OCc2c1cc1n(c2=O)Cc2cc3c(CN(C)C)c(O)ccc3nc2-1	x	u	u	8.0%	-7%[7.66 µM]	-17%	-17%
Cc1ccccc1NC(NC(=O)c1cccs1)C(Cl)(Cl)Cl (configuration not stated)	u	13%[38.3 µM]	19%	-0.9%	2%	2%	-2%
Cn1cc(Br)c(-c2cccc(NC(=O)CCCC(=O)O)c2)n1	-31%	x	x	1.1%	x	5%	0%[9.22 µM]
Cc1ccc(S(=O)(=O)NC(=O)Nc2ncc3c(n2)CC(c2ccco2)CC3=O)cc1 (configuration not stated)	-9%[46.1 µM]	4%	-5%	1.1%	-2%	1%	-34%
COC(=O)c1ccccc1NC(=O)CSc1nnc(-c2ccncc2)o1	-2%[46.1 µM]	28%[38.3 µM]	u	-3.2%	-2%	4%	-7%
CCOC(=O)c1c(CN2CCCCC2)n(C)c2cc(Br)c(O)cc12	-14%[46.1 µM]	5%[38.3 µM]	-7%	0.7%	-3%	-3%	-9%
COc1cc(OC)cc(-c2nc(-c3ccccc3OC)no2)c1	3%	u	-2%	0.0%	-3%	-3%	-3%
COc1ccc(C(=O)c2ccc(OC)cc2OC)cc1	1%	x	x	1.2%	x	9%	-22%[9.22 µM]
CC(CNC(=O)c1ccc2c(c1)OCO2)c1ccc([N+](=O)[O-])cc1 (configuration not stated)	-11%	5%	7%[46 µM]	1.1%	-1%	1%	1%
Cc1c(Cc2ccc3c(c2)OCO3)sc(NC(=O)c2cccc3ccccc23)c1C(N)=O	-28%	-5%	-5%	0.3%	0%	2%[2.36 µM]	-32%
O=C(O)CSc1nnc(-c2ccc(S(=O)(=O)N3CCCC3)cc2)n1Cc1ccco1	-7%[46.1 µM]	2%[38.3 µM]	2%	-0.1%	1%	0%	-5%
CN(C)S(=O)(=O)c1ccc(Cl)c(NC(=O)COC(=O)CCSc2ccccc2)c1	6%	-5%	-14%	0.0%	-1%	3%	0%
CCOC(=O)C1C(=O)CC(C)(O)C(C(=O)OCC)C1c1ccc(Br)o1 (configuration not stated)	-16%[46.1 µM]	22%[38.3 µM]	0%	-0.6%	3%	9%	0%
COc1ccc(C2C(C(=O)Nc3ccccc3OC)=C(C)Nc3ncnn32)cc1 (configuration not stated)	-10%[46.1 µM]	-3%[38.3 µM]	-5%	-0.4%	2%	1%	-8%
CCOC(=O)c1cnn2c(C)cc(-c3ccccc3)nc12	5%[46.1 µM]	u	-7%	-2.0%	0%	2%	-1%
COc1ccc(Cc2nnc(-c3cccc(C)c3)o2)cc1OC	-9%[46.1 µM]	2%	u	2.0%	3%	-2%	-23%
CCCCCC1(C(=O)OCC)CC(CSC(=N)N)OC1=O (configuration not stated)	-19%	10%	9%[46 µM]	-0.6%	-1%	6%	-14%[9.22 µM]

2 entries from above, with two lines to a compound:
Value order – NPSR antag	IMPase Li inh	LMNA splice mod	Epigenetic reg	Luc counter	CBFb RUNX1 block	HTT aggregate
CN(C)S(=O)(=O)c1ccc(Cl)c(NC(=O)COC(=O)CCSc2ccccc2)c1
→ 6%	-5%	-14%	0.0%	-1%	3%	0%
Cc1ccc(S(=O)(=O)NC(=O)Nc2ncc3c(n2)CC(c2ccco2)CC3=O)cc1 (configuration not stated)
→ -9%[46.1 µM]	4%	-5%	1.1%	-2%	1%	-34%
